# Screening results from PubChem BioAssay.
# DAX1 inh-1 – DAX1 (NR0B1) inhibitors on StAR promoter, primary screen, cell-based, luminescence, SF-1 (NR5A1), full-length DAX-1; HEK293T StAR-luciferase reporter, SF-1/DAX-1 repression relief; 1.1% of 370,000 active; inhibition, % at 6.8 µM; AID 652010, 2013;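 active means inhibition above the mean over all tested compounds plus 3 SD, cut at about 3.6% in these data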;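 further: 0% = DAX-1 cells with DMSO and 100% = cells lacking DAX-1 with DMSO; higher inhibition means more luminescence from relief of DAX-1 repression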
# DAX1 inh-2 – DAX1 (NR0B1) inhibitors, primary screen, cell-based, HEK293, Gal4-DAX1, luciferase luminescence | inhibition, % at 6.75 µM | 0.99% of 340,000 active | HEK293 Gal4-DAX1 luciferase reporter | AID 504766, 2011;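 active means inhibition above the mean over all tested compounds plus 3 SD, cut at about 4.2% in these data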;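 further: 0% = DAX1-transfected cells with DMSO and 100% = empty-vector control cells with DMSO; inhibition shows as a rise in luminescence from relieved DAX1 repression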
# Target sequence (P51843 207-470 limits assumed): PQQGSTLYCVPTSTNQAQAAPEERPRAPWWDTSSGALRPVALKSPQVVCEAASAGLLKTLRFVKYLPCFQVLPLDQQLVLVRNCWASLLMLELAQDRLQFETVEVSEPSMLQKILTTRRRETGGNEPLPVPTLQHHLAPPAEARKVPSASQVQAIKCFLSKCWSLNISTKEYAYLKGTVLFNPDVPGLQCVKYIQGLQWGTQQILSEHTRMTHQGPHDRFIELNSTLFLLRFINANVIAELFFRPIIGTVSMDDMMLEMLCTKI
# SMARCA2 act – SMARCA2 (BRM) function activators, primary screen, cell-based, luminescence, high throughput | MG213 cells, MMTV-luciferase reporter, dexamethasone, overnight | activation, % at 9.1 µM | 1% of 370,000 active; in the data active means activation above about 7.8%;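 further: 0% = vehicle wells and 100% = reference activator wells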
# MBD2 DNA inh – inhibitors of MBD2 binding to methylated DNA, primary screen, biochemical, TR-FRET, DNA-binding domain, human; Methyl-CpG-binding domain protein 2 (Homo sapiens), Q9UBB5; MBD2 binding to methylated oligonucleotide; inhibition, % at 4.4 µM; 0.31% of 370,000 active; AID 686964, 2013; in the data active means inhibition above about 13%
# ADAM17 inh – ADAM17 inhibitors, primary screen, biochemical, QFRET | recombinant ADAM17, EDANS/DABCYL FRET peptide cleavage | inhibition, % at 6.95 µM | 0.83% of 370,000 active | Disintegrin and metalloproteinase domain-containing protein 17 (Homo sapiens), P78536;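 active means inhibition above the mean of compounds lying between control limits plus 3 SD, set per campaign, cut at about 8.5% in these data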;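 further: 0% = DMSO-only wells as the low control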
# PLC-gamma1 inh – PLC-gamma1 enzyme inhibitors, primary screen, biochemical, fluorescence, purified enzyme | 1-phosphatidylinositol 4,5-bisphosphate phosphodiesterase gamma-1 (Homo sapiens), P19174 | fluorogenic substrate | inhibition, % at 12.2 µM | 0.84% of 370,000 active | AID 720700, 2013; in the data active means inhibition above about 9.5%
# hgDAF-12 ag – H. glycines DAF-12 receptor agonists, primary screen, cell-based, luminescence, HEK293, GAL4 fusion, UAS-luciferase | Nuclear hormone receptor DAF-12 (Heterodera glycines), GAL4 fusion | HEK293 GAL4-hgDAF12 UAS-luciferase reporter, agonist luminescence; normalized to butyrate control | activation, % at 6.8 µM | 1.8% of 370,000 active;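 active means activation above a cutoff set at the mean of all screened compounds plus 3 SD, cut at about 10% in these data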;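 further: 0% = DMSO wells and 100% = sodium butyrate wells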
# Rev-erbA mod – modulators of Rev-erb alpha DNA binding, primary screen, biochemical, FITC-DNA, fluorescence polarization, uHTS; AID 1259318, 2017; Nuclear receptor subfamily 1 group D member 1 (Homo sapiens), P20393; 0.79% of 370,000 active; Rev-erbα–FITC-DNA binding, 90 min; activity, % at 10 µM;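 active means activity above about 14%, limit read from the data; passing the limit was not always enough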;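 further: 0% = DMSO wells with 35 nM protein and 100% = DMSO wells with 750 nM protein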
# Target sequence (P20393 whole entry, looked up): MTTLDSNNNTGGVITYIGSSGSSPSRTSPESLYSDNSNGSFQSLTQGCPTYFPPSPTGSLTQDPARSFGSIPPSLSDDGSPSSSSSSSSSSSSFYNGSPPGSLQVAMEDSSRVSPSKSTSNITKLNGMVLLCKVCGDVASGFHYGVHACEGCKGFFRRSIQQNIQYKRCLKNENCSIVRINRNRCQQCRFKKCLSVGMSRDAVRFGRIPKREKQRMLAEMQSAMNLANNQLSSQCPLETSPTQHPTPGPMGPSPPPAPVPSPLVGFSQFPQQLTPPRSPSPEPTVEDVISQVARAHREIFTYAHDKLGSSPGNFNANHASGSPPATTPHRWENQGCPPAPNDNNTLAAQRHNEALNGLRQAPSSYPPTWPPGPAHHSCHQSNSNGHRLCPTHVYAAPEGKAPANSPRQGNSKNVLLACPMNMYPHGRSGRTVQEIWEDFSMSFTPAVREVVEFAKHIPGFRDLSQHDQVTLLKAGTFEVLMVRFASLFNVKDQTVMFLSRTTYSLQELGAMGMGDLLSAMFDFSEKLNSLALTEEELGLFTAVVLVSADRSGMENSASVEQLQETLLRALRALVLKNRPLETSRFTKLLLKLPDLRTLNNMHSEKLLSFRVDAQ
# hcDAF-12 act – H. contortus DAF-12 nuclear receptor activators, primary screen, cell-based, luminescence, HEK293, lit1-tk-luc reporter. activation, % at 6.8 µM. 1.4% of 370,000 active. HEK293 hcDAF-12 lit1-tk-luc reporter; 0% DMSO, 100% Δ7-dafachronic acid. AID 652067, 2013;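 active means activation above the mean of all tested compounds plus 3 SD, cut at about 5.5% in these data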;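 further: 100% = response to 3 µM Δ7-dafachronic acid high control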
# PLCb3 inh – human PLC-beta3 inhibitors, primary screen, biochemical, fluorescence | 0.18% of 370,000 active | Purified PLC-beta3, fluorogenic substrate | inhibition, % at 12.2 µM; in the data active means inhibition above about 11%;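 further: 0% = median of compound wells on plate and 100% = full blocker control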
# ssDAF-12 act – S. stercoralis DAF-12 nuclear receptor activators, primary screen, cell-based, luminescence, HEK293, GRIP1 co-expression, lit1-tk-luc | Nuclear hormone receptor DAF-12 (Strongyloides stercoralis) | HEK293 ssDAF-12/GRIP1 lit1-tk-luc reporter; % of 3 µM dafachronic acid response | activation, % at 6.8 µM | 1% of 370,000 active;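 active means activation above the mean over all tested compounds plus 3 SD, cut at about 0.9% in these data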;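 further: 0% = DMSO-only wells and 100% = 3 µM delta7-dafachronic acid wells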
# * marks the source's active call; other numbers are inactive results; i = inactive; . = no result given; & = joins results of further samples. Rows were taken by chance; overall some 7.4% were active at least once.
SMILES,DAX1 inh-1,DAX1 inh-2,SMARCA2 act,MBD2 DNA inh,ADAM17 inh,PLC-gamma1 inh,hgDAF-12 ag,Rev-erbA mod,hcDAF-12 act,PLCb3 inh,ssDAF-12 act
C=C(C)Cn1c2ccc(NC(=O)NCc3ccc(F)cc3)cc2c(=O)n1C,0.1,.,-2,-5,i,-455,-1.2,3,-1.8,i,-1.5
Cc1ccc(C2=NN(C)c3nc4ccccc4n3C2)cc1,-0.4,0.8,2,-2,-97,i,6.0,-3,4.8,i,1.2*
CC1(C(=O)Nc2ccc3c(c2)OCCO3)CCN1C(=O)C1(c2ccc(Cl)cc2)CC1 (stereo not drawn),-2.0,.,-8,3,1,0,-4.3,6,-3.3,-4,-2.0
CC1(C)c2ccccc2N(CC(N)=O)C12C=Cc1ccccc1O2 (stereo not drawn),0.0,-1.0,-3,0,-3,1,-0.3,-1,0.1,-1,-0.7
CCCCNc1cc(=O)n(C)c(=O)n1C,-0.2,-1.0,-1,-1,-1,-1,1.9,3,0.8,2,-1.6
NC1=Nc2cccc3cccc1c23,-0.3,1.2,-2,-5,-49,-334,2.6,-2,1.0,-421,-1.0
COc1ccc(C(=O)/C=C/Nc2cccc(C)n2)cc1OC,1.8,2.3,7,0,-33,-97,11*,3,1.3,-132,-0.1
N#Cc1ccc(/C=C2\CCn3c2nc2cc(C(=O)O)ccc2c3=O)cc1,-0.2,0.9,-1,-2,-46,-87,4.4,-1,-0.6,-131,-0.7
COc1ccc(CNC(=O)c2cnc3n(c2=O)CCS3)cc1,1.1,-0.5,-5,-5,3,4,3.8,4,-0.1,3,-0.9
N#CCC(=O)N/N=C\c1ccc(OC/C=C/c2ccccc2)cc1,-0.9,-0.1,-2,1,-4,-1,7.5,-2,0.2,-9,-0.8
Cc1cc(-c2ccccc2)[nH]c(=O)c1S(=O)(=O)c1ccc(Cl)cc1,-0.6,1.0,-2,1,-5,-15,0.8,51*,-0.5,-17,-0.9
CC1CCCCN1S(=O)(=O)c1ccc(C(=O)Nc2nnc(C3=COCCO3)o2)cc1 (stereo not drawn),-0.2,-0.3,-3,-4,4,-4,-3.5,-1,0.2,-6,-0.9
CCCCC(CC)C(=O)Nc1ccccc1C#N (stereo not drawn),0.1,-1.2,5,1,-1,4,-1.3,-1,0.5,-6,-1.2
Cc1cc(NC(=O)/C=C/C(=O)N(CC(=O)NC2CCCC2)c2cccc3ccccc23)no1,-0.1,-0.2,-1,0,-4,3,-3.7,0,0.1,-6,-2.1
CCOC(=O)CNC(=O)CCNS(=O)(=O)c1ccc2c(c1)c(=O)n(C)c(=O)n2C,-0.2,0.4,0,1,0,2,0.5,0,-2.1,3,-0.8

# Copied from the list:
# Value for COc1ccc(C(=O)/C=C/Nc2cccc(C)n2)cc1OC under Rev-erbA mod: 3
# Value for NC1=Nc2cccc3cccc1c23 under ssDAF-12 act: -1.0

# (listing goes on)
SMILES,DAX1 inh-1,DAX1 inh-2,SMARCA2 act,MBD2 DNA inh,ADAM17 inh,PLC-gamma1 inh,hgDAF-12 ag,Rev-erbA mod,hcDAF-12 act,PLCb3 inh,ssDAF-12 act
Cc1ccc(C(=O)c2ccc(N3CCOCC3)c(F)c2)cc1,0.5,2.1,2,0,0,-17,2.9,-3,-0.2,-22,-1.3
CC(=O)c1cccc(NC(=O)N2CCc3ccccc3C2)c1,0.2,1.0,8.2*,-5,0,-4,7.1,-4,2.0,-4,-1.0
Cc1cc(/C=N/NC(=O)c2ccc(CN3CCOCC3)cc2)c(C)n1-c1ccccc1,-0.3,-1.2,0,-2,-4,-11,2.5,-2,-1.8,-25,-0.9
Cc1ccccc1NC(=O)c1cc(S(=O)(=O)N2CCOCC2)cs1,-0.5,-0.1,0,-6,-1,-2,-2.0,-4,-1.5,1,-1.5
Cc1ccc(CSc2nnc(CNc3ccc(F)cc3)o2)cc1,-0.5,-0.2,-3,2,5,-1,-2.6,6,0.5,2,-1.8
O=S(=O)(c1ccc(Cl)cc1)N1CCN(C(=S)Nc2ccc(F)c(Cl)c2)CC1,-0.3,-0.7,-3,-2,-2,-2,2.9,2,-1.8,-3,-0.1
Cc1ccc(CN(C(=O)N2CCN(C)CC2)S(=O)(=O)c2ccc(C)cc2)cc1,-0.7,2.0,5,-1,-5,2,0.1,-3,-0.3,-4,-0.5
COc1ccc(CC(NC(C)=O)C(=O)NC2CCN(C(=O)Nc3ccc(C#N)cc3)CC2)cc1OC (stereo not drawn),0.1,-0.4,-1,3,-5,2,0.1,-2,-0.6,0,-1.9
O=S(=O)(c1ccc(Cl)s1)N1CCCCC1,-0.3,0.0,1,2,-2,-1,2.2,-2,-1.0,4,-0.9
CC(=O)Nc1ccccc1O,0.3,-1.1,1,-4,-4,-1,1.2,-2,-3.0,-1,-1.4
CC(C)CCn1cnc2c1c(=O)[nH]c(=O)n2Cc1ccccc1,-0.1,-0.2,-2,90*,-2,-1,-0.2,5,2.0,7,-1.3
CCOc1cc(CNCC(O)c2ccccc2)cc(Cl)c1OC (stereo not drawn),-0.3,-0.7,-1,-5,-1,1,1.2,4,-0.4,5,-1.6
CCN(CC)CCN1C(=O)C(O)=C(C(=O)c2cccs2)C1c1ccc(C)o1 (stereo not drawn),0.3,-0.1,-2,-5,-2,-6,-2.1,0,0.0,-4,-0.7
Cc1ccccc1NC(=O)c1cccc(NC(=O)c2ccccc2C(=O)O)c1,-0.1,-1.0,-2,-6,0,-1,-0.3,0,1.9,-2,-1.4
COc1ccc([N+](=O)[O-])cc1C1NN=C(c2cccc3ccccc23)S1 (stereo not drawn),0.7,-0.7,1,-4,-2,-4,0.2,0,2.9,-3,-0.6
CCC(C)NC(=O)c1nn(C)c(=O)c2ccccc12 (stereo not drawn),-0.4,0.0,0,1,-4,1,-0.6,-4,-0.8,2,-0.9
Cc1ccc(-n2ncc(C(=O)O)c2C2CCN(C(=O)OC(C)(C)C)CC2)cc1,0.1,1.9,-2,0,-3,-1,-1.4,-3,0.4,2,-1.2
COc1ccccc1OCCCn1c(C)c(C#N)c2ccccc21,-0.8,-0.3,-1,-1,0,0,-3.0,0,-1.3,-3,-1.6
CCN1C(=NCCCOC(C)C)N[C@@H](c2ccccc2)[C@H](C(=O)OC)[C@H]1C,0.0,0.5,2,5,-5,3,3.1,-3,1.0,0,-1.4
CCn1c2ccccc2c2cc(CNCc3ccc(OC)cc3OC)ccc21,-1.6,-1.0,-6,0,-4,3,2.4,-2,-2.2,-2,-2.7
COc1ccccc1Oc1ccc(NC(=O)c2ccccc2C)cc1,-0.8,-1.5,2,-2,7,9,2.1,3,-1.2,7,-1.8
O=c1[nH]c(Nc2ccc3c(c2)OCCO3)nnc1Cc1ccc(Cl)cc1,-0.8,.,-2,-2,-3,1,1.0,-2,-1.4,5,-1.3
O=C(CNCc1ccccc1Cl)NCc1ccco1,-0.1,2.6,1,-1,0,2,3.2,-1,-0.9,5,-1.2
O=C(O)CCC(=O)NNC(=O)c1ccc(-c2ccccc2)cc1,0.0,0.2,0,0,-5,-4,0.7,4,0.1,0,-0.3
CC(=O)OCC(COC(C)=O)OC(C)=O,0.6,-0.2,-2,3,0,1,-3.6,4&-7,-1.5,2,-1.3
O=C(CCC(=O)Nc1ccccc1)NNC(=O)C(c1ccccc1)c1ccccc1,-0.3,-0.4,-3,1,3,-1,-2.9,1,0.4,0,-1.6
CC(C)OC(=O)Cn1c(=O)sc2ccccc21,0.7,2.1,-5,0,-3,9,0.8,1,-0.3,-1,-1.2
COc1ccccc1C(=O)N1CCCC(C)(C(=O)NS(=O)(=O)C2CC2)C1 (stereo not drawn),-0.5,.,-5,1,-6,1,-0.5,3,-0.2,2,-1.4
COc1cc(/C=C/c2nnc3c4ccccc4ncn23)cc(OC)c1OC,-2.0,-1.7,-2,-4,-47,-138,-4.0,1,-3.8,-172,-1.8
CC(=O)c1ccc(NC(=O)CCNS(=O)(=O)c2cc(Br)cnc2N)cc1,-0.2,-0.1,-4,9,-7,1,-1.0,-5,-0.8,-12,-1.2
Cc1cc(N2CCN(C)CC2)ccc1NC(=O)c1cccc(S(=O)(=O)N2CCc3ccccc3C2)c1,0.5,0.2,5,7,-7,5,-0.5,2,-1.4,-9,-2.0
CCN(CC)CCN(C(=O)c1ccc2ccccc2c1)c1nc2ccc(OC)cc2s1,0.1,0.5,-1,1,-3,-2,-0.6,1,1.3,-15,-1.2
CC(=O)Nc1ccc(-c2csc(NC(=O)C3CSC4(C)CCC(=O)N34)n2)cc1 (stereo not drawn),-0.7,-0.5,-4,-3,-14,-45,-0.1,9,-0.9,-60,-0.6
CCCN1C(=O)COc2ccc(C(=O)c3ccccc3C(=O)O)cc21,-0.2,0.2,-1,3,-1,3,1.5,-1,0.3,6,-1.4
Cc1ccc(-c2cc(C(F)F)n3ncc(C(=O)Nc4c(C)nn(Cc5c(Cl)cccc5Cl)c4C)c3n2)cc1,-0.5,1.0,-1,-5,2,1,0.7,-2,2.3,-3,-1.1
Cc1c(NC(=O)COC(=O)/C=C/c2cccc(Cl)c2)c(=O)n(-c2ccccc2)n1C,-1.0,1.4,-2,0,-2,1,3.2,5,-0.8,-5,-0.8
CCc1ccccc1NC(=O)c1nnn(CC(=O)Nc2ccccc2C)c1N,0.6,0.2,-2,5,-4,-2,0.4,1,-0.7,-4,-1.2
COc1ccc(/C=C\c2onc(C)c2S(=O)(=O)N2CCC(C(=O)NCCC(C)C)CC2)cc1,0.8,1.3,5,-7,0,4,-2.1,2,-2.3,3,-1.5
Cc1nn(C(=O)CN2C(=O)c3ccccc3C2=O)c(C)c1Br,0.2,-0.7,1,2,-4,-1,0.7,1,3.8,-1,-0.5
CC(=O)Nc1ccc(S(=O)(=O)NC(C)CCc2ccccc2)cc1 (stereo not drawn),-0.5,0.6,-1,-6,-4,1,-1.9,0,-1.5,0,-1.4
N#Cc1ccsc1NC(=O)COC(=O)CCCSc1nc2ccccc2s1,-0.8,0.3,-5,8,-1,-8,-1.2,-4,-0.5,-10,-0.9
COc1cc(Cl)c(C)cc1NC(=O)CCNC(=O)c1ccco1,-0.3,-1.3,3,-1,-1,0,-0.1,3,0.8,-3,-0.8
